From PubChem
TAAR1 agonist = human TAAR1 agonism | Q96RJ0 | CHO RD-HGA16 TAAR1, Fluo-8 calcium fluorescence; vehicle wells 0%, saturating PEA agonist 100% | activation, % at 3 µM | 360,000 compounds, 0.99% hits;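 active = activation above the mean activation of all test compounds in the run plus 3 SD, cut at about 38% in these data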
Target sequence (Q96RJ0 whole entry, looked up): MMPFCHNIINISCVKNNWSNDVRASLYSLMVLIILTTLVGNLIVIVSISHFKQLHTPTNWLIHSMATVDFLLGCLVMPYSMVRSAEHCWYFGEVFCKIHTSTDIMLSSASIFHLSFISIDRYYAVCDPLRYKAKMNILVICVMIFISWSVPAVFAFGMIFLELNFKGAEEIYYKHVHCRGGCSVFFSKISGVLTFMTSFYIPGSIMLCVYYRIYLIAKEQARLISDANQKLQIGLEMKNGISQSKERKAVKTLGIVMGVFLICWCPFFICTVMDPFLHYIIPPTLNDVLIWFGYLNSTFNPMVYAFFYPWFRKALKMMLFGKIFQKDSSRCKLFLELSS
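System: CHO-derived RD-HGA16 cells with stable Gα16 and human TAAR1 / Times: 17-24 h plating, Fluo-8 75 min 37 °C, 30 min RT / Technique: calcium-sensitive Fluo-8 signal, excitation 470-495, emission 515-575 nm / Measure: % activation relative to PEA EC100 response / Benchmarks: DMSO and PEA EC100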
TAAR1 antag = human TAAR1 antagonism | Q96RJ0 | CHO RD-HGA16 TAAR1, Fluo-8 calcium fluorescence, antagonist | inhibition, % at 3 µM | 360,000 compounds, 1.5% hits | AID 624466;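 active = inhibition above a per-plate cutoff, the mean inhibition of test compounds on that plate plus 3 SD, cut at about 49% in these data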;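 also: 0% = DMSO plus EC80 beta-PEA response and 100% = DMSO alone without agonist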
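Test system: RD-HGA16 CHO cells with stable hTAAR1 and Gα16 / Probe or stimulus: EC80 β-phenethylamine stimulus / Times: seeding 17-24 h prior, 75-min 37 °C, 30-min RT dye loading / Detection: Fluo-8 calcium-sensitive fluorescence / Read-out basis: % inhibition scaled between DMSO and EC80 PEA controls / Repeats: singlicate, one well per test compound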
CHO-K1 Ca PAM = M1 PAM counterscreen hit in parental CHO-K1 cells; ATP EC20, Fluo-8 calcium fluorescence; 0% at ATP EC20, 100% at ATP max; activation, % at 3 µM; 360,000 compounds, 0.02% hits; AID 602247;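 active = activation above the run cutoff, the mean activation of all test compounds plus 3 SD, cut at about 40% in these data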;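 also: peak over basal fluorescence ratio in a 140 s read after ATP addition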
CHO parental Ca = counter-screen for OX1R antagonists: effect in parental CHO cells. parental CHO-K1, ATP-induced calcium, Fluo-8 fluorescence. inhibition, % at 5.6 µM. 330,000 compounds, 0.63% hits. AID 463079;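 active = inhibition above that plate's mean sample inhibition plus 3 SD, cut at about 26% in these data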;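 also: 0% = ATP-challenged DMSO wells and 100% = DMSO wells without ATP; some compounds past the cut are filed as inactive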
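Assay system: parental CHO cells; Read-out basis: percent inhibition of ATP-evoked calcium rise, normalized to controls; Benchmarks: ATP and no-ATP DMSO wells; Compound dosing: single nominal dose of 5.6 µM per compound; Signal: Fluo-8 calcium dye fluorescence; Also added: ATP as calcium-mobilizing challenge; Repeats: singlicate.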
CHO-K1 Ca antag = nonselective inhibitor or artifact in parental CHO-K1 cells. 360,000 compounds, 0.6% hits. ATP-induced calcium, Fluo-8 fluorescence. inhibition, % at 3 µM. AID 602250;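 active = inhibition above a per-plate cutoff, the plate's mean sample inhibition plus 3 SD, cut at about 24% in these data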;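 also: 0% = DMSO plus EC80 ATP and 100% = DMSO alone without ATP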
CHO-K1 Ca ag = counter-screen for M1 agonists: effect in parental CHO-K1 cells; Fluo-8 calcium fluorescence; scaled to maximal ATP response, vehicle zero; activation, % at 3 µM; 360,000 compounds, 0.48% hits; in the data active = activation above about 15%;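 also: untransfected CHO-K1 host cells lacking M1 receptor as counterscreen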
CHRM1 agonist = activates human CHRM1 receptor; P11229; CHO-K1 hM1, Fluo-8 calcium fluorescence, agonist mode; 0% DMSO, 100% acetylcholine EC100; activation, % at 3 µM; 360,000 compounds, 0.33% hits; AID 588814;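 active = activation above the run's mean compound activation plus 3 SD, cut at about 16% in these data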;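 also: peak over basal fluorescence ratio within a 140 s kinetic read after compound addition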
OXTR potentiator = human OXTR potentiation; P30559; CHO-OTR cells, Fluo-8 calcium fluorescence, potentiator mode; 0% = oxytocin EC15, 100% = EC100; activation, % at 3 µM; 320,000 compounds, 0.061% hits; AID 2445;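 active = activation above that plate's cutoff, the mean activation of tested compounds plus 3 SD, cut at about 6.6% in these data, passing the limit was not always enough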;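 also: 100% uses oxytocin at 75 nM as the full agonist control; some results filed as inactive read as strong as hits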
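assay system = CHO-OTR cells, human receptor | schedule = compound 6 min at room temperature before oxytocin, 100 s read | detection = Fluo-8 intracellular calcium fluorescence, ex 470-495, em 515-575 nm | evaluation = normalized max/min fluorescence ratio, % activation | control set = EC15 oxytocin alone as 0%, 75 nM oxytocin (EC100) as 100%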
V1aR counter = V1a receptor agonism, counter-screen for OXTR agonists; P37288; CHO-V1R cells, Fluo-8 calcium fluorescence, agonist mode; 0% DMSO, 100% 3 nM vasopressin; activation, % at 3 µM; 320,000 compounds, 0.25% hits; AID 2797;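 active = activation above the mean activation of all tested compounds plus 3 SD, per screening run, cut at about 20% in these data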;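 also: signal is peak over basal fluorescence ratio across a 100 second FLIPR read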
Target sequence (P37288 whole entry, looked up): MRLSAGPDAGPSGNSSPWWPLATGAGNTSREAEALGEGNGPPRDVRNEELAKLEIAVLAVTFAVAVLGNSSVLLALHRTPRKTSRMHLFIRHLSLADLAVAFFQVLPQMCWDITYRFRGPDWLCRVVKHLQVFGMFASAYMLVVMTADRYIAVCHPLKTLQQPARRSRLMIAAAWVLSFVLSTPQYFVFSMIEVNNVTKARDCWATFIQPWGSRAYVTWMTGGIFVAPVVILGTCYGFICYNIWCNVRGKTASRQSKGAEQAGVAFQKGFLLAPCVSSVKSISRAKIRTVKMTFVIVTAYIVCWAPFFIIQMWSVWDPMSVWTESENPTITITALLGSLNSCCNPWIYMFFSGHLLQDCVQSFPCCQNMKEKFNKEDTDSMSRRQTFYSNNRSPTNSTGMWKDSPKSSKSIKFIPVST
* = called active by the depositor; · = not tested or not shown. Rows are unselected; about 3.3% have a hit in one of these screens.

SMILES	TAAR1 agonist	TAAR1 antag	CHO-K1 Ca PAM	CHO parental Ca	CHO-K1 Ca antag	CHO-K1 Ca ag	CHRM1 agonist	OXTR potentiator	V1aR counter
CCOc1ccc(N(Cc2cc3ccc(C)cc3[nH]c2=O)S(C)(=O)=O)cc1	4	-7	9	-20	-15	0.4	-1	3	-0.1
COc1ccc(OC)c(NC(=O)COc2coc(CN3CCc4ccccc43)cc2=O)c1	3	9	-10	-17	8	0.8	-3	-11	4.7
CC(NC(=O)c1ccccc1NC(=O)CN1CCc2ccccc2C1)c1ccccc1 (configuration not stated)	7	26	40*	-58	-13	7.1	4	0	-0.1
CN(C)C(=O)c1cccc(-c2csc(N3CCC(C(N)=O)CC3)n2)c1	2	11	·	-7	·	·	·	-7	0.4
O=C(NCCc1ccc2c(c1)OCCO2)c1cc2ccccc2o1	19	46	3	2	-10	6.3	1	-24	9.2
CC(=O)Nc1ccc(S(=O)(=O)NCCC(=O)Nc2cccc(Cl)c2)cc1	10	-5	14	-10	-14	0.9	-4	-5	0.6
Cc1ccccc1NC(=O)C1CCCN(S(=O)(=O)c2ccc3c(c2)C(C)(C)C(=O)N3C)C1 (configuration not stated)	2	-12	-3	-18	30*	0.1	-2	1	0.0
COc1ccc(C(=O)c2sc3nc(-c4ccc(OC)cc4)ccc3c2N)cc1	9	15	15	-8	-2	0.4	-3	3	1.0
O=C(COC(=O)c1cccc(S(=O)(=O)N2CCOCC2)c1)Nc1nc(-c2ccccc2Cl)cs1	11	10	2	23	-4	5.1	-1	-21	6.7
COCCCNC(=O)/C(C#N)=C/c1c(N2CCN(c3ccccc3)CC2)nc2c(C)cccn2c1=O	11	50*	2	-27	0	3.2	-7	-15	3.1
COc1ncnc2c1ncn2CCCNCc1ccc(C)o1	0	3	22	·	-14	0.7	-7	·	·
O=C(COC(=O)c1cccc(F)c1)NC(=O)NC1CCCC1	-1	-9	22	-3	-25	1.3	-6	0	3.7
COc1cc(N2CCCC2)c(OC)cc1/C=C1/NC(=S)NC1=O	45*	51*	-3	32*	35*	48*	53*	-9	36*
NNC(=O)c1cc2sccc2s1	3	6	-6	-27	-2	0.8	0	-11	-0.8
COCCN1CCN(C(=O)C2CCC(=O)N(Cc3ccccc3F)C2)CC1 (configuration not stated)	2	-10	2	2	-6	1.2	-1	-4	0.2
O=C(COC(=O)c1ccc(S(=O)(=O)N2CCCCCC2)cc1)Nc1ccccc1C(F)(F)F	2	-2	20	·	-1	-0.2	0	·	·
CC(C)(C)NC(=O)C(c1ccc(-c2ccccc2)cc1)N(C[C@H]1CC[C@@H]([C@@H]2CC[C@H](CO)O2)O1)C(=O)c1cccc(Cl)c1 (some centres not stated)	0	-20	16	-20	-10	0.8	-6	·	·
C[C@]1(O)CC(=O)C=C[C@H]1Nc1ccccc1	1	-4	6	·	0	0.7	-2	·	·
CC(NCc1ccc(S(N)(=O)=O)cc1)C(=O)Nc1cccc(Cl)c1 (configuration not stated)	1	1	14	-2	-11	-0.2	-3	-6	1.1
CCOC(=O)/C=C1\SCC(=O)N1Cc1nnc(-c2ccccc2Br)o1	7	11	22	-21	-9	1.9	-1	-16	-0.2

13 of these compounds, set out differently:
Below each compound: TAAR1 agonist	TAAR1 antag	CHO-K1 Ca PAM	CHO parental Ca	CHO-K1 Ca antag	CHO-K1 Ca ag	CHRM1 agonist	OXTR potentiator	V1aR counter
- COc1ccc(C(=O)c2sc3nc(-c4ccc(OC)cc4)ccc3c2N)cc1
    9	15	15	-8	-2	0.4	-3	3	1.0
- O=C(COC(=O)c1cccc(S(=O)(=O)N2CCOCC2)c1)Nc1nc(-c2ccccc2Cl)cs1
    11	10	2	23	-4	5.1	-1	-21	6.7
- COCCCNC(=O)/C(C#N)=C/c1c(N2CCN(c3ccccc3)CC2)nc2c(C)cccn2c1=O
    11	50*	2	-27	0	3.2	-7	-15	3.1
- COc1ncnc2c1ncn2CCCNCc1ccc(C)o1
    0	3	22	·	-14	0.7	-7	·	·
- O=C(COC(=O)c1cccc(F)c1)NC(=O)NC1CCCC1
    -1	-9	22	-3	-25	1.3	-6	0	3.7
- COc1cc(N2CCCC2)c(OC)cc1/C=C1/NC(=S)NC1=O
    45*	51*	-3	32*	35*	48*	53*	-9	36*
- NNC(=O)c1cc2sccc2s1
    3	6	-6	-27	-2	0.8	0	-11	-0.8
- COCCN1CCN(C(=O)C2CCC(=O)N(Cc3ccccc3F)C2)CC1 (configuration not stated)
    2	-10	2	2	-6	1.2	-1	-4	0.2
- O=C(COC(=O)c1ccc(S(=O)(=O)N2CCCCCC2)cc1)Nc1ccccc1C(F)(F)F
    2	-2	20	·	-1	-0.2	0	·	·
- CC(C)(C)NC(=O)C(c1ccc(-c2ccccc2)cc1)N(C[C@H]1CC[C@@H]([C@@H]2CC[C@H](CO)O2)O1)C(=O)c1cccc(Cl)c1 (some centres not stated)
    0	-20	16	-20	-10	0.8	-6	·	·
- C[C@]1(O)CC(=O)C=C[C@H]1Nc1ccccc1
    1	-4	6	·	0	0.7	-2	·	·
- CC(NCc1ccc(S(N)(=O)=O)cc1)C(=O)Nc1cccc(Cl)c1 (configuration not stated)
    1	1	14	-2	-11	-0.2	-3	-6	1.1
- CCOC(=O)/C=C1\SCC(=O)N1Cc1nnc(-c2ccccc2Br)o1
    7	11	22	-21	-9	1.9	-1	-16	-0.2

Other structures.
SMILES	TAAR1 agonist	TAAR1 antag	CHO-K1 Ca PAM	CHO parental Ca	CHO-K1 Ca antag	CHO-K1 Ca ag	CHRM1 agonist	OXTR potentiator	V1aR counter
Cc1occc1C(=O)N(C)Cc1nc(-c2ccccc2)no1	1	-17	-15	-5	13	0.5	-2	-4	0.6
C=CC(=O)Nc1cccc(N(C)c2ccnc(Nc3ccc(N4CCN(C)CC4)cc3)n2)c1	·	·	21	·	-8	0.5	-1	·	·
O=C(N/N=C\c1cn(-c2ccccc2)nc1-c1ccccc1)c1ccc(Br)o1	11	54*	16	5	-8	2.9	-1	-16	0.6
O=C(Cc1cccs1)OCC(=O)c1ccco1	2	0	1	4	2	0.2	-2	-7	1.0
O=C1NCCCCC1NS(=O)(=O)c1ccc(F)c(F)c1 (configuration not stated)	1	-17	14	-1	-7	0.5	-2	1	-0.1
O=C(COc1ccc(Cl)cc1)N1CCCC1	8	-7	9	8	-14	2.4	0	-16	-0.3
O=[N+]([O-])c1ccc(S(=O)(=O)NNC(=S)NCCc2ccccc2)cc1	52*	-23	-11	-4	-6	0.3	-1	-6	0.5
COc1ccccc1C(=O)NC(=O)COC(=O)Cc1ccccc1[N+](=O)[O-]	2	7	29	-11	-3	1.5	0	-3	0.1
COc1ccc(-c2noc(N3CCC(C(=O)Nc4cc(OC)ccc4OC)CC3)n2)cc1	0	-7	14	-8	2	0.6	-5	7	1.8
CC(C)n1nnnc1C1c2ccccc2C(=O)N1CCc1ccccc1F (configuration not stated)	26	-15	-10	·	-5	1.3	·	·	·
Cc1cc(-c2ccc(C)c(S(=O)(=O)NCCCN(Cc3ccccc3)C(C)C)c2)on1	0	-3	-8	-18	-5	-1.1	-6	-6	-1.3
Cc1cc(N2CCCCC2)nc2c(C)cccc12	2	-2	-10	4	-11	0.0	-8	-2	-0.1
Cc1cc(NC(=O)CCC(=O)N(CC(=O)NCC2CCCO2)c2ccc3c(c2)OCCO3)no1 (configuration not stated)	11	-9	20	-11	-16	0.0	-2	-8	0.3
COc1ccccc1C(C)NCC(=O)NC(=O)NCc1ccco1 (configuration not stated)	0	0	9	-12	2	0.6	-4	-3	-0.6
Clc1ccc(CNCC2CCCO2)cc1 (configuration not stated)	16	-3	16	·	-17	0.8	-8	·	·
CNC(=S)NCc1ccc(OC)cc1	0	0	-4	-9	7	-0.3	-4	-5	1.4
CC(c1ccccc1)N1CC(C(=O)N2CCN(c3ccccc3)CC2)CC1=O (configuration not stated)	0	2	-7	-13	-9	0.6	0	-3	0.1
CCN(CC)C(=O)CN1CCN(c2ncccn2)CC1	0	-10	14	-10	-6	0.3	-5	-3	0.5
COc1cccc(C(=O)N[C@@H](CCSC)c2nc3ccccc3[nH]2)c1	-1	7	0	-14	-10	0.8	-6	-8	-1.1
COc1ccc(-c2nn(CCC#N)cc2C(=O)Nc2cccc(C(=O)O)c2)cc1[N+](=O)[O-]	10	-22	8	-3	-18	0.6	-3	2	0.1
Cc1cccc(NC(=O)CN2CCN(C(=O)CN3C(=O)NC4(CC(C)CC(C)(C)C4)C3=O)CC2)c1C (configuration not stated)	3	16	3	·	-14	0.5	-2	·	·
CCOC(=O)Cc1csc(NC(=S)NC(=O)c2ccc([N+](=O)[O-])cc2)n1	8	-2	21	-8	-8	2.5	-2	-6	1.6
CNC(=O)c1ccc(Oc2ccc(C(=O)NC)cc2)cc1	·	·	-4	-8	-3	0.6	-4	-2	0.6
COc1ccc(S(=O)(=O)N(C)CC(=O)Nc2ccc3c(c2)OCO3)cc1	13	-21	5	-15	-18	0.9	0	4	-1.2
O=C(CCC(=O)CCN1CCCCC1)CCN1CCCCC1	3	10	8	-7	13	-0.1	-2	-11	-0.4
CSCCCNC(=O)c1ccc(OC2CCN(CCc3ccccc3)CC2)cc1	-2	2	21	-25	-10	1.3	-6	6	0.0
Cc1cc(OCC(=O)NNC(=S)NCC2CCCO2)cc(C)c1Cl (configuration not stated)	-1	9	-30	-1	8	1.5	-2	-4	1.1
CCOc1ccc(OCc2ccc(C(=O)NCc3cccnc3)o2)cc1	18	-6	6	-18	-3	2.7	-1	-26	5.0
